EBV gp42 inh – EBV gp42 inhibition. Fluorescence polarization binding assay, mP read-out. 220,000 compounds, 0.42% hits. Q1HVG2. inhibition, % (tested at 21.74 µM); in the data active = inhibition above about 50%
Target sequence (Q1HVG2 whole entry, looked up): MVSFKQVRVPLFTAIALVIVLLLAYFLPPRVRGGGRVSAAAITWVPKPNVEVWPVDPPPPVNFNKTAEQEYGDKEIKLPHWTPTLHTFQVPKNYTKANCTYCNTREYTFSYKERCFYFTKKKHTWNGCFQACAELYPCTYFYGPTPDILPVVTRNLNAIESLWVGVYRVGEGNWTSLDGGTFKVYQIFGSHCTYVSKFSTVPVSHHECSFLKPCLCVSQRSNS
Rad51 HR inh – Rad51 (human) homologous recombination inhibition; hRad51 DNA strand exchange, fluorescence dequenching; inhibition, % at 10 µM; 200,000 compounds, 0.085% hits;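 active = inhibition above 40% at the single screening dose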;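 note: 0% = DMSO control wells and 100% = blanks with heterologous ssDNA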
Target sequence (Q06609 whole entry, looked up): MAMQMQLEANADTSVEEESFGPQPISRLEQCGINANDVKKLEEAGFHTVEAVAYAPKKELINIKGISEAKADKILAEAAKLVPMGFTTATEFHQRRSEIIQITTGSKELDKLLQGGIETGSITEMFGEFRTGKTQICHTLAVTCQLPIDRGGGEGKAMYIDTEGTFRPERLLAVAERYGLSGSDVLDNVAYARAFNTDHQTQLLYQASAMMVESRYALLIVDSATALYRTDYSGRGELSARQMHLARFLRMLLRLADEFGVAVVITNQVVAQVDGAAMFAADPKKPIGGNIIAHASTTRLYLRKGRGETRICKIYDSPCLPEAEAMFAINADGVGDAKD
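Assay system: Human Rad51 nucleoprotein filaments preassembled on unlabelled ssDNA | Reagent: Donor/quencher-labelled 47-bp dsDNA substrate | Doses: One concentration, 10 µM final | Times: 37 °C 15-min filament assembly, 30-min compound preincubation, 15-min exchange | Technique: Fluorescein emission 520 nm, excitation 485 nm | Benchmarks: Plate control and blank wells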
eIF4E 4G PPI – inhibitors of eIF4E and eIF4G interaction in translation initiation; P63073+Q04637; inhibition, % at 21.7 µM; AID 782; 220,000 compounds, 0.37% hits; TR-FRET eIF4E-eIF4GI(517-606) binding, 2 h;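 active = inhibition above about 30%, limit read from the data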;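 note: 0% = full FRET control wells and 100% = background wells lacking eIF4GI fragment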
PERK inhibitor – inhibitors of human PERK kinase; Q9NZJ5; CHO PERK-DD fusion, SEAP luminescence translation reporter; inhibition, % at 5.6 µM; 220,000 compounds, 0.17% hits; AID 1416;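 active = inhibition above the mean inhibition of all tested compounds plus 3 SD, set separately per screening campaign, cut at about 2.9% in these data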;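 note: PERK kinase domain activated by AP20187 dimerizer at 100 nM; 0% = DMSO with dimerizer and 100% = rapamycin at 8.4 µM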
KCC2 mod – modulates chloride dependent transport by human KCC2 | Q9H2X9 | KCC2 cells, thallium flux FluoZin-2 fluorescence | B-score of Tl+ flux slope (higher = more flux/activation; lower = inhibition) at 10 µM | 190,000 compounds, 2.2% hits | AID 1456;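 active = thallium flux slope and its plate-corrected score both differing from the plate sample mean at a set confidence after two filtering rounds, in either direction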;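 note: slope of fluorescence scaled to starting intensity during 10 to 20 s after thallium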
m-calpain inh – calpain II (pig) inhibition. purified calpain II, fluorogenic peptide substrate, 30 min. inhibition, % at 16 µM. 220,000 compounds, 0.37% hits. AID 1236;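 active = inhibition above about 50%, limit read from the data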
Mdm2 ligase inh – inhibitors of human Mdm2 E3 ubiquitin ligase. signal enhancement, % at 5 µM. 210,000 compounds, 0.11% hits. Q00987. cell-based MDM2 ubiquitination luciferase reporter, 2 h; 0 = plate control, 100 = twice control, blank-subtracted. AID 1230;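 active = signal enhancement of 30% or more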;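 note: luminescence tracks abundance of the self-degrading MDM2-luciferase fusion protein; higher signal means inhibition of MDM2 E3 ligase activity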
Target sequence (Q00987 whole entry, looked up, the tested form may be a part): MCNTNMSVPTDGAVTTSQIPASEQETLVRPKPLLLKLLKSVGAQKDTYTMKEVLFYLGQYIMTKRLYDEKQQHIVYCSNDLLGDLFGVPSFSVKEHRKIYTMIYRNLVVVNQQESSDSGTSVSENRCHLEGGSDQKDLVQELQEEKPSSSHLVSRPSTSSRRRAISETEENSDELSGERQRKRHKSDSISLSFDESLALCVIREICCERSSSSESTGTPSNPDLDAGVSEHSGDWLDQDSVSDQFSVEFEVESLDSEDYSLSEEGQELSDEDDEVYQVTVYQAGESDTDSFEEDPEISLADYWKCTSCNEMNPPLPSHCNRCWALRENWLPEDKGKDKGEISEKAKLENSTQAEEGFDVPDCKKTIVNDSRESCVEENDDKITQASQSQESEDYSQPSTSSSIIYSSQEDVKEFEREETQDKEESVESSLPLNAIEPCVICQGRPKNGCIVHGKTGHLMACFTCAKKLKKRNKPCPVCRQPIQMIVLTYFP
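Assay system: stable mammalian line carrying autodegrading MDM2–luciferase fusion reporter; amount: 2000 cells seeded into each well; buffer or medium: DMEM; benchmarks: plate control and blank wells; signal: luciferase luminescence; timing: 2 h compound exposure at 37 °C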
TNF necrop inh – blocks TNF-alpha induced death of Jurkat FADD-/- cells; Jurkat FADD-/- TNF necroptosis rescue, ATP luminescence, 24 h; 0 = TNF only, 100 = no-TNF cells; 220,000 compounds, 0.068% hits; activation (protection from cell death), % at 10 µM;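 active = activation, meaning protection from cell death, of at least 50% relative to plate controls; inactive = activation below 50%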;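 note: necroptosis triggered by 40 ng/mL TNF-alpha added together with compound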
L929 necroptosis – blocks zVAD induced death of L929 cells. 220,000 compounds, 0.38% hits. viability rescue, % at 10 µM. AID 1377. L929 zVAD necroptosis rescue, ATP luminescence, 24 h; with zVAD 60 µM;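 active = activation, scaled between plate controls, above about 75%, limit read from the data; inactive = activation under that limit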;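 note: 0% = zVAD with DMSO and 100% = DMSO alone without zVAD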
* = called active by the depositor; i = inactive; · = not tested or not shown; [ ] = another dose, or the depositor's remark.

SMILES	EBV gp42 inh	Rad51 HR inh	eIF4E 4G PPI	PERK inhibitor	KCC2 mod	m-calpain inh	Mdm2 ligase inh	TNF necrop inh	L929 necroptosis
CN(CC(=O)N1CCN(c2ccccn2)CC1)S(=O)(=O)c1ccc2ccccc2c1	-10	-12	·	-0.5	-2.4	7	1	-3.1	-0.7
O=C(Nc1cccnc1)c1cccc(F)c1	-15	3	10	0.8	0.72	7	-10	0.9	0.1
Cn1cnnc1SCC(=O)c1ccc2c(c1)OCO2	-8	12	0	0.4	-0.045	13	-13	6.5	-0.5
CCCCc1nn2c(N)c(/C=C3\C=Nc4ccccc43)c(=O)nc2s1	-30	·	3	0.3	-0.22	-53	-4	2.7	1.2
COC(=O)C1=C(C)NC(C)=C(C(=O)OC)C1c1cc2cc(C)ccc2[nH]c1=O	3	-3	17	0.3	1.4	-106	-6	0.6	0.5
Cc1cccc(NC(=O)c2oc3c(c2C)C(=O)CC(C)(C)C3)n1	-19	-4	-3	-1.7	-0.057	-5	-10	-2.8	-1.0
O=C(Oc1ccc(C(=S)N2CCOCC2)cc1Br)c1ccccc1F	-13	13	3	0.2	-0.51	20	3	1.0	0.0
O=S(=O)(Cc1ccc(Cl)cc1)C1CCCCC1O (centres undefined)	-19	18	5	1.0	-0.41	2	-9	0.9	-0.5
CCCOC(=O)c1c(-c2ccc(C)cc2C)csc1NC(=O)C1C2CCC(O2)C1C(=O)O (centres undefined)	7	·	-3[fluorescence artefact?]	0.9	-2.2	-1	-10	0.4	0.0
CC(C)(Oc1ccc(Cl)cc1)C(=O)Nc1ccncc1	-4	4	-5	0.6	-0.11	-1	-19	-6.7	0.0
CCOC(=O)/C=C1\NC(=O)CS1	-6	-2	-5[fluorescence artefact?]	0.0	1.6	-3	-2	-0.4	0.2
CCOC(=O)N1CCN(C(=O)C(C)n2nc(C)n3c(cc4sccc43)c2=O)CC1 (centres undefined)	-12	-1	6	-0.3	-0.39	-9	-16	-2.8	-0.2
O=C(Nc1nc(-c2ccccc2)cs1)c1cccs1	-3	-5	6	0.3	-1.2	0	-7	0.6	7.6
CC(C)c1ccc(NC(=O)C2CCN(S(C)(=O)=O)CC2)cc1	-6	7	8	0.5	-0.24	1	-7	0.6	1.5
Cc1ccc(/C=N\NC(=O)Cn2c(C)nc3ccccc32)o1	2	4	0	0.2	0.077	-7	-6	-2.7	-0.1
COc1cc2[nH]c(=O)n(CCC(=O)N3CCN(c4cc(Cl)ccc4C)CC3)c(=O)c2cc1OC	9	·	10	-0.5	0.39	-158	-19	-2.6	0.8
CCOC(=O)C1(Cc2cccc(OC)c2)CCN(CC2CC=CCC2)CC1 (centres undefined)	0	4	-1	-0.5	-0.15	-1	-4	1.5	-1.2
COc1ccc(C(C)=O)cc1CSc1nnc(C)s1	-18	0	10	0.4	-1.2	-18	-16	2.7	-0.7
CCOC(=O)N1CCC(N2C(=O)c3ccccc3C2Nc2ccc(S(=O)(=O)N(CC)CC)cc2)CC1 (centres undefined)	3	·	3	0.5	0.0067	-7	-19	1.5	-0.9
COC(=O)C1=C(Nc2ccccc2NC(=O)c2ccccc2C(=O)O)CSC1	-1	15	5	0.0	-0.0068	-8	-8	2.2	-0.2
CCC(=O)OC1c2ccccc2C(=O)N1Cc1ccccc1 (centres undefined)	-11	-4	4	0.9	-2.4	-4	-4	2.4	1.9
CC(=O)NCc1ccc(S(=O)(=O)N/N=C/c2ccc(N(C)C)cc2)cc1	-7	7	17	2.4	1.1	7	7	1.5	0.3
CN1CCC(N2CCCC(C(=O)O)C2)CC1 (centres undefined)	-16	2	-3	0.4	0.8	-21	-19	0.1	0.8
Cc1ccc(OCC(=O)Nc2ccccc2[N+](=O)[O-])c(Br)c1	-3	-3	-4	0.4	0.61	26	-11	0.5	1.9
COC(=O)C1=C(C)NC(=O)/C1=C\c1cc(C)n(-c2c(C)cccc2C)c1C	1	4	-3[fluorescence artefact?]	0.0	-0.86	30	-18	-0.4	1.3
COc1ccccc1NC(=O)Nn1cnnc1	1	-1	4[fluorescence artefact?]	0.2	-0.56	7	-11	2.2	0.6
CCCC(=O)Nc1nnc(SCC(=O)N2CCN(c3ccccc3)CC2)s1	-35	9	3	-0.7	0.53	1	5	3.7	0.8
Cc1ccccc1N1CN(Cc2ccco2)CNC1=S	-8	0	-5[fluorescence artefact?]	0.6	-0.049	1	-13	2.1	0.8
CC1(C)c2ccccc2-c2nc3ccccc3cc2C1O (centres undefined)	-14	2	0	0.8	-0.048	19	-4	-0.8	1.6
Nc1nonc1NC(=O)CSc1ncccc1C(=O)O	-14	-4	-1	0.9	-0.22	-4	6	-1.0	-0.2

Some of these compounds in order of the PERK inhibitor value, lowest first.
smiles	EBV gp42 inh	Rad51 HR inh	eIF4E 4G PPI	PERK inhibitor	KCC2 mod	m-calpain inh
CN1CCC(N2CCCC(C(=O)O)C2)CC1 (centres undefined)	-16	2	-3	0.4	0.8	-21
CCOC(=O)N1CCC(N2C(=O)c3ccccc3C2Nc2ccc(S(=O)(=O)N(CC)CC)cc2)CC1 (centres undefined)	3	·	3	0.5	0.0067	-7
CC(=O)NCc1ccc(S(=O)(=O)N/N=C/c2ccc(N(C)C)cc2)cc1	-7	7	17	2.4	1.1	7

Other results
SMILES	EBV gp42 inh	Rad51 HR inh	eIF4E 4G PPI	PERK inhibitor	KCC2 mod	m-calpain inh	Mdm2 ligase inh	TNF necrop inh	L929 necroptosis
COc1ccc(/C=N/NC(=O)CC(=O)NCCc2ccccc2)cc1OC	-17	2	8	1.2	-0.54	4	-5	-2.2	0.5
COC(=O)c1ccc(Oc2c(C(F)(F)F)oc3c(CN4CCN(C)CC4)c(O)ccc3c2=O)cc1	-18	-2	-5	1.5	·	-66	-8	-2.6	-0.3
O=C(CN1C(=O)C2CC=CCC2C1=O)NC1CCCc2ccccc21 (centres undefined)	-19	-9	-11[fluorescence artefact?]	-0.6	-1.1	9	-13	1.2	1.4
CCOC(=O)C(Oc1ccc2c(-c3ccc(OC)cc3)cc(=O)oc2c1C)c1ccccc1 (centres undefined)	2	-4	2	0.0	0.055	3	-16	-9.0	0.5
Cc1cc(C(F)F)nn1CC(=O)N1CCSCC1	-5	-8	2	-1.2	0.42	-16	·	-0.6	0.0
COc1ccc(NC(=O)CSc2nnc(-c3ccoc3C)n2CC2CCCO2)cc1 (centres undefined)	-14	3	-2	-0.6	0.4	23	-5	0.7	-1.1
O=C(C(c1ccccc1)c1ccccc1)N1CC[C@@]2(O)CCCC[C@H]2C1	-4	·	1	-0.2	2	12	0	-1.0	-0.4
CC(C)CNC(=O)Cn1nc(C(F)(F)F)c2c1CCCC2	-3	·	1	0.5	-0.062	11	·	0.0	-0.5
Cc1cc(Oc2ccc(=O)n(C)n2)nc(Oc2ccc(=O)[nH]n2)n1	-18	4	1[fluorescence artefact?]	0.7	·	-16	-28	0.6	2.3
Cn1ccnc1SCC(=O)Nc1cc(C(F)(F)F)ccc1N1CCOCC1	-9	·	-10[fluorescence artefact?]	-1.2	0.0097	-50	-30	0.9	-0.1
CCOc1ccc(C(=O)C2CCN(CC(=O)Nc3ccccc3N3CCOCC3)CC2)cc1	-12	0	0	-1.6	0.077	3	-12	1.7	-0.4
O=S(=O)(Nc1nc(CN2CCOCC2)nc2sc3c(c12)CCCC3)c1cc(F)ccc1F	5	-4	0	-0.5	·	-104	-16	1.2	1.0
Cn1nnc(NC(=O)C(c2ccccc2)c2ccccc2)n1	-11	-3	3	-0.3	·	-8	-6	-2.2	-0.3
CCCCCCCCCCS(=O)(=O)N/N=C/c1ccc([N+](=O)[O-])cc1	-8	-2	·	0.8	·	-7	-12	-0.1	0.1
Cc1c(C(=O)NCCCN2CCCC2=O)oc2ccccc12	-22	-8	0	0.9	0.32	-2	-5	-0.9	0.0
CC(C)CNS(=O)(=O)c1ccc(CC(C)C)cc1	-3	6	-1	0.2	-0.14	0	2	0.1	1.5
CCn1c(=NC(=O)CSC(C)=O)sc2ccccc21	14	12	5[fluorescence artefact?]	0.9	1.8	31	-5	-1.3	-0.9
CCCCc1c(C)c(C#N)c2nc3ccccc3n2c1Nc1c(C)n(C)n(-c2ccccc2)c1=O	3	-4	-9	-0.7	-2.1	-58	-12	-1.8	-0.4
COCC(C)NC(=O)c1ccccc1[N+](=O)[O-] (centres undefined)	-13	·	1[fluorescence artefact?]	-1.2	0.62	-13	-1	0.7	-0.6
Cc1ccc(C)c(NC(=O)c2cc(-c3cccnc3)nc3ccccc23)c1	-18	-7	6	0.4	0.77	-27	0	0.2	4.1
c1csc(-c2ccc3ccccc3n2)c1	-2	·	-5	0.5	-0.015	-66	23	-1.0	0.2
CCCCn1c(C)cc2cc(O)ccc21	-23	-17	-3	1.5	·	-13	2	-1.5	1.2
CN(C)S(=O)(=O)N1CCCC(C(=O)c2ccc(-c3ccccc3)cc2)C1 (centres undefined)	2	0	2	0.1	-0.036	-16	-2	1.6	64
Oc1ccc(/C=N/Nc2nccnc2Cl)c(O)c1	-6	-10	1	1.0	1.1	20	-33	-19	6.9
COc1ccc(C(=O)CC(=O)C(=O)Nc2cc(Cl)c(OC)cc2OC)cc1	-9	-5	-3	-0.1	-0.13	-36	-5	-0.8	2.2
O=C(Nc1ccc(-c2nc3cccnc3s2)cc1)c1cccnc1Cl	8	·	2	-1.2	0.38	7	-42	4.9	0.7
O=C(O)CCSCCCN1C(=O)c2cccc3cccc(c23)C1=O	4	-6	0	0.8	0.3	2	-12	0.5	1.3
N/C(=N\N=C/c1ccc(Br)cc1)N/N=C\c1ccc(Br)cc1	-15	·	6	2.3	0.67	-4	-16	0.0	-0.5
COC(=O)CNC(=O)c1ccc(NS(=O)(=O)c2cc([N+](=O)[O-])ccc2Cl)cc1	-5	-15	2	0.8	·	14	0	1.2	0.0
Cc1ccc(S(=O)(=O)NC(N)=NCCc2ccccc2)cc1C	-6	-3	1	0.1	-0.021	8	-14	2.5	1.8
CCOC(=O)N1CCC2(CC1)C(C#N)=C(N)Oc1c2c(C)nn1-c1cccc(Cl)c1	52*	-13	4	1.0	-0.34	-102	10	-2.1	0.7
CNC(=O)NC(=O)CSc1ncc(C(F)(F)F)cc1Cl	-17	-1	1	0.8	-0.29	-21	-17	-2.3	-0.1
COc1ccc2nc(-c3cccc(N)c3)[nH]c2c1	-17	2	4	0.7	-0.29	i	-39	-5.3	-1.2
COc1ccc(C2CC(=O)N(CC(=O)NCC3CCCO3)c3ccccc3S2)cc1OC (centres undefined)	-28	-22	1	0.2	-1	-19	-17	0.2	0.5
Cc1cc(NC(=O)c2c(Cl)cnn2C)no1	-6	-6	-4	-0.2	0.27	15	-8	0.6	0.2
O=C(Nc1nnc(SCc2ccccn2)s1)C1CC(=O)N(c2ccccc2)C1 (centres undefined)	-20	4	-1	0.3	0.49	17	-11	2.4	0.1
CCCOc1cccc(-c2nnc(N)s2)c1	-24	0	0	-0.3	-0.65	7	-16	-2.2	0.1
CCOc1ncccc1C(=O)OCC(=O)c1cccs1	-2	6	2	-0.1	-0.23	-49	-6	0.2	2.5

Screens: PubChem BioAssay, several laboratories
